S1P3 antagonist – blocks the human S1P3 receptor. CHO S1P3 NFAT-BLA reporter, FRET fluorescence, antagonist mode. 170,000 tested, 0.27% active. inhibition, % at 4.98 µM. AID 485;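 active means inhibition above the plate cutoff, the mean inhibition of test wells on that plate plus 3 SD, cut at about 28% in these data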;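 further: cells challenged with S1P at its EC80 of 0.8 µM; blue over green emission ratio from cleaved BLA substrate after 4 h stimulation; 0% = S1P-stimulated wells and 100% = unstimulated DMSO-only wells; some compounds past the cut are filed as inactive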
Target sequence (Q99500 whole entry, looked up): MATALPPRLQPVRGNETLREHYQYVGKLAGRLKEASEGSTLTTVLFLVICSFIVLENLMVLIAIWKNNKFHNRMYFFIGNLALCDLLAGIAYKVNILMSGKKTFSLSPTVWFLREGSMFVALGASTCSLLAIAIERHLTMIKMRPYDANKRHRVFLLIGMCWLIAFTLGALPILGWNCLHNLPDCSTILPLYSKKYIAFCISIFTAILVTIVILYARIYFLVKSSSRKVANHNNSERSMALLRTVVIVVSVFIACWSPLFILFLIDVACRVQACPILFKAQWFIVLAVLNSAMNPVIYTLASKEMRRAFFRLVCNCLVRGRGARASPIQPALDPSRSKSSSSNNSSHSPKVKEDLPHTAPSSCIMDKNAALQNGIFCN
* hit, by the source's call. The list is partial; rates above refer to the full screens.

No.	mol	S1P3 antagonist
1	CN(Cc1nccs1)C(=O)CC1C(=O)NCCN1Cc1ccc(-c2ccccc2)cc1 (stereo not given)	11
2	COC(=O)c1scc(S(=O)(=O)C(C)(C)C)c1N	-10
3	Cc1c(O)nc2ccccn2c1=O	-2
4	CCCc1nnc(NC(=O)C(=O)NCCN(C)C)s1	-10
5	COc1cc2c(cc1NC(=O)COC(=O)/C=C/c1ccc([N+](=O)[O-])cc1)oc1ccccc12	-3
6	CC(C)(C)c1cc(C(=O)N/N=C/c2ccc([N+](=O)[O-])s2)n[nH]1	-5
7	COc1ccc(/C=C/C(=O)C2CC2)cc1COc1cccc(C)c1C	-5
8	CCc1nc2sc3c(=O)[nH]cnc3c2c2c1CSC(C)(C)C2	-2
9	CC(C)Nc1nc2nonc2nc1Nc1ccccc1	-1
10	Cc1cc(C)nc(NC2=NCCN2C(=S)Nc2ccc(C)c(C)c2)n1	-3
11	CC(C)(C)C(=O)Nc1ccc(N2CCN(c3ccc(C(F)(F)F)cn3)CC2)nc1	-3
12	CCCc1cc(=O)c2c(O)cccc2o1	-6
13	CCCCc1ccc(S(=O)(=O)Nc2ccc(C)c(NS(C)(=O)=O)c2)cc1	-1
14	CC(=O)Nc1ccc(C(=O)OCC(=O)Nc2c(F)cccc2F)cc1	-4
15	CN(C)c1cccc2c(S(=O)(=O)NCc3ccc(S(N)(=O)=O)cc3)cccc12	0
16	CCN1CCN(C(c2ccccc2)c2sc3nc(C)nn3c2O)CC1 (stereo not given)	9
17	COc1cccc(C(=O)/C(C#N)=N/Nc2cccc(-c3ccnc(C)n3)c2)c1	-3
18	CSC1=C(C#N)C(=O)NC(c2ccccc2O)S1 (stereo not given)	-11
19	COc1ccc(-c2nc(N)nc(C(F)(F)F)c2-c2csc(C)n2)c(O)c1	0
20	Cc1n[nH]c(C)c1CCC(=O)N/N=C/c1c[nH]c2ccccc12	-1
21	Cn1c(C(=O)NCCCN2CCN(c3ccc(F)cc3)CC2)cc2c(=O)n(C)c3ccccc3c21	-14
22	CCOC(=O)C1=C(c2ccccc2)NC(=S)NC1c1ccc(Cl)cc1 (stereo not given)	-2
23	CCCS(=O)(=O)c1csc(C(=O)OC)c1N	-5
24	Cc1cc([N+](=O)[O-])cc(/C=N/n2c(C)nc3ccccc3c2=O)c1O	-15
25	CCCCNS(=O)(=O)c1ccc2nc(-c3cccnc3)cc(C(=O)NC3CCCC3)c2c1	-7
26	CCOC(=O)c1cnc(-n2nc(C)cc2C)nc1Nc1ccc(O)cc1	-7
27	COC(=O)c1ccc(CSc2nc3sc(C)c(C)c3c(=O)[nH]2)cc1	-4
28	CC(C)CC[n+]1ccn(-c2nc3ccccc3nc2[N-]S(=O)(=O)c2ccc(Cl)cc2)c1	-26
29	Cc1onc(-c2c(Cl)cccc2Cl)c1NC(=O)N(C)N	5
30	COc1ccc(N(C=O)C(=S)SC)cc1	6
31	OC1(c2ccc(Cl)cc2)CCN(Cc2cn[nH]c2-c2ccc(F)cc2)CC1	-3
32	Nc1[nH]n(-c2ccccc2)c(=O)c1N=Nc1ccc2ncsc2c1	-6
33	O=C(Nc1nc(-c2ccc(F)c(F)c2)cs1)c1cnccn1	-3
34	Cc1ccc2oc(=O)c(/C=C(\O)c3cccs3)nc2c1	-7
35	FC(F)(F)Oc1ccc(NC(=S)Nc2ccccc2N2CCOCC2)cc1	1
36	Cc1ccc(-n2nc(-c3ccc(OC(F)(F)F)cc3)cc2N)cc1C	8
37	Cc1ccc(N2C(=O)CC(NNC(=O)Cc3ccc(F)cc3)C2=O)cc1Cl (stereo not given)	-8
38	COc1ccc(/C=C/C(=O)NC(=S)NNC(=O)c2cc(OC)c(OC)c(OC)c2)cc1OC	-2
39	CCCCCCN=C(C)c1ccccc1O	12
40	COC(=O)c1cc(NC(=O)c2cc(-c3ccc(C(F)(F)F)cc3)oc2C(F)(F)F)ccc1N1CCOCC1	1
41	CC1C/C(=N\NC(N)=S)c2cc(Cl)ccc2S1 (stereo not given)	6
42	COc1ccc(C(=O)CC2SC(N)=NC2=O)cc1 (stereo not given)	-6
43	CC(C)(C)S(=O)(=O)c1cnc(N2CCCCC2)nc1N	-4
44	COc1ccc(N2C(=O)CC(Nc3cccc([N+](=O)[O-])c3)C2=O)cc1 (stereo not given)	0
45	NNC(=S)Nc1ccc(S(=O)(=O)N2CCCCC2)cc1	-5
46	NC(=O)NC(c1ccc(Cl)cc1)c1ccccc1Cl (stereo not given)	1
47	CCC(CC)NC(=O)Nc1ccc(C)cc1	-5
48	Cc1nc(Br)c(Br)c(C)c1Br	-1
49	CCCn1c(=O)c(C#N)cn(C2CC2)c1=O	-13
50	COc1ccc(/C=C/C(=O)Nc2ccc(NC(C)=O)cc2)cc1S(=O)(=O)N1CCOCC1	-2

Other structures
No.	mol	S1P3 antagonist
51	CN1CCN(c2ccc(CNS(=O)(=O)c3ccc(Cl)cc3)cc2)CC1	3
52	O=C(NCCC1=CCCCC1)c1cc2ccccc2oc1=O	2
53	CCN(CC)CCNC(=O)/C(=C/c1cn(C)c2ccccc12)NC(=O)c1ccc(OC)c(OC)c1	1
54	O=C(O)c1ccccc1C(=O)Nc1ccc(Oc2ccccc2)cc1	-9
55	CCc1cc2c(=O)c(-c3nc4ccccc4[nH]3)coc2c(CN2CCCCC2)c1O	11
56	CCCC/C(O)=C1\C(=O)CCCC1=NCCc1c(C)[nH]c2ccccc12	-6
57	C/C(=N\NC(=O)CN1CCN(S(=O)(=O)c2ccc(C)cc2)CC1)c1ccncc1	-7
58	COC(=O)c1scc(C)c1S(=O)(=O)Nc1ccc(C)cc1	-9
59	Cn1c(-c2ccccc2)c(/C=N/NC(=O)c2ccc(O)cc2)c2ccccc21	15
60	CC(C)Cn1c(=O)[nH]c(=O)c2c(C(F)(F)F)cc(-c3ccccc3)nc21	6
61	O=C(NC1CCCCCC1)C(Cc1ccccc1)n1cccc1 (stereo not given)	10
62	Cc1ccc(NC(=O)Cc2c(O)c3ccccc3[nH]c2=O)c(C)c1	4
63	CC(OC(=O)CCc1nc2ccccc2c(=O)[nH]1)C(=O)Nc1ccc2c(c1)OCO2 (stereo not given)	-6
64	O=C(c1ccc(F)cc1)N1CCCN(c2nc(-c3ccccc3)ns2)CC1	-15
65	Cc1cc(Nc2ccc(Cl)cc2)nc(N2CCOCC2)n1	-5
66	CCn1c(C)cc(O)cc1=O	-5
67	CCCc1nc2c3cnn(-c4cccc(Cl)c4)c3ncn2n1	-9
68	Cc1onc(-c2ccccc2)c1-c1csc(N/N=C/c2ccccc2Cl)n1	-2
69	Cc1nc(NCCOc2ccccc2)sc1C(=O)Nc1ccccc1	9
70	CC(C)(C)c1ccc(NC(=O)c2c(F)cccc2Cl)cc1	5
71	Cc1cc(C(=O)N/N=C/c2c(C)nn(-c3ccccc3)c2C)c(C)o1	1
72	O=C(/C(=C/c1cccnc1)n1ccnc1)c1ccc(Cl)cc1Cl	3
73	CCN(CC)c1ccc(CNc2nc3ccccc3n2C)cc1	4
74	O=C1NC(=S)S/C1=C\c1cc2ccccc2nc1N1CCCCC1	-17
75	COCCn1c(SCc2nnc(-c3ccc(OC)c(OC)c3)o2)nnc1-c1ccncc1	-2

Entries from the list above containing an aryl thioether with sulfur outside any ring (2):
No.	mol	S1P3 antagonist
27	COC(=O)c1ccc(CSc2nc3sc(C)c(C)c3c(=O)[nH]2)cc1	-4
75	COCCn1c(SCc2nnc(-c3ccc(OC)c(OC)c3)o2)nnc1-c1ccncc1	-2

Other structures:
No.	mol	S1P3 antagonist
76	C[C@H](NC(=O)c1ccccc1Cl)C(=O)OCCOc1ccc(Cl)cc1	-6
77	CCOP(=O)(OCC)C(Nc1cccc([N+](=O)[O-])c1)c1ccc(OC)cc1 (stereo not given)	13
78	CCCN1C(=O)S/C(=C/c2ccc(N3CCOCC3)o2)C1=O	-4
79	CC(=O)c1cccc(CN2CCN(CC=C(C)C)C(CCO)C2)c1 (stereo not given)	-8
80	N=c1c2c(ncn1CCCO)Oc1c(ccc3ccccc13)C2c1ccccc1 (stereo not given)	-4
81	COC(=O)[C@H](Cc1ccccc1)NC(=O)NCc1ccc(C)cc1	-16
82	COc1ccc(/C=C/C(=O)O)cc1S(=O)(=O)NCC1CCCO1 (stereo not given)	-5
83	COc1ccccc1C1CCN(c2cc(O)ccc2[N+](=O)[O-])CC1	14
84	Cc1nc2c(C(=O)N3CCCC3)c[nH]n2c(=O)c1Cc1ccc(F)cc1Cl	-16
85	NNC(=O)C(=O)Nc1ccc(Cl)c(Cl)c1	0
86	COc1ccccc1N1CCN(C(=O)/C=C/c2cccc([N+](=O)[O-])c2)CC1	0
87	COc1ccc(NCC(=O)Nc2ccc(Br)cc2F)c(OC)c1	-16
88	Cc1ccccc1/C=N/Nc1nc2ccccc2c(=O)n1O	-4
89	CCCn1c(=O)c2[nH]cnc2n(-c2ccc(Cl)cc2)c1=O	-5
90	CCOC(=O)Cn1c(=NC(=O)CC)sc2c(C)cc(C)cc21	16
91	N#C/C(=C(/O)CO/N=C/c1ccccc1Cl)c1nc2ccccc2[nH]1	-12
92	O=C(c1ccc(=O)[nH]n1)N1CCc2ccccc2C1	-1
93	CC(=O)Nc1ccc(C=C(C(C)=O)C(C)=O)cc1	-20
94	CNC(=O)NNC(=O)c1csc(-c2ccc(C(F)(F)F)cc2Cl)n1	11
95	COc1cccc(CC(=O)NNC(=O)c2c(-c3ccccc3)noc2C)c1	-4
96	CCN(CC)S(=O)(=O)c1ccc(N2CCCC2)c(NC(=O)c2ccncc2)c1	0
97	O=C(COc1cccc(Cl)c1)Nc1cc(S(=O)(=O)N2CCOCC2)ccc1N1CCOCC1	1
98	O=c1[nH]c(CSc2nnc(Nc3ccccc3)s2)nc2ccccc12	1
99	O=S(=O)(c1ccc2c(c1)CCCN2)N1CCCC2CCCCC21 (stereo not given)	10
100	CC(=O)Nc1ccc(C2=NNC(=Nc3ccc(S(=O)(=O)N4CCOCC4)cc3)SC2)cc1	-8
101	O=C(N/N=C/C(Br)=C/c1ccccc1)c1ccncc1	-6
102	Fc1cccc(-c2csc(-c3ccno3)n2)c1	-3
103	CCOC(=O)c1nc2ccccc2c(C)c1C	-1
104	CC1(C(=O)NC2CCCCC2)CCC(=O)N1Cc1ccc2c(c1)OCO2 (stereo not given)	6
105	COc1ccc(NS(=O)(=O)c2cc(NC(=O)c3ccccc3F)ccc2N2CCCC2)cc1	2
106	CN(C)Cc1cc2ccccc2c2c1COC2	1
107	O=C(Nc1ccccc1)OC1CCCCc2cccnc21 (stereo not given)	6
108	CC(=O)c1sc(NC(=O)c2ccc(Cl)cc2)nc1C	-13
109	CC(C)N(CC#CC(O)(c1ccccc1)c1ccccc1)C(C)C	13
110	O=C(O)c1cccc(Cn2c(Cl)c(/C=N/NC(=O)c3cc4ccccc4cc3O)sc2=O)c1	-4
111	COC(=O)c1cnc(N2CCCN(S(=O)(=O)c3ccc(C(F)(F)F)cc3)CC2)nc1C(F)(F)F	13
112	Clc1ccc(-c2n[nH]c3c2Cc2ccccc2-3)cc1Cl	-3
113	OC1(c2ccc(Cl)c(Cl)c2)C[n+]2ccccc2N1Cc1ccccc1 (stereo not given)	-16
114	O=C(NN1C(=O)/C(=C/C=C/c2ccco2)SC1=S)c1ccccc1O	0
115	Cn1nc(C(C)(C)C)cc1C(=O)NCc1cc(F)cc2c1OCOC2	0
116	CCn1c(O)c(/C=N/N=C2CCCCC2)c2cc(C3=NNC(=O)CC3)ccc21	11
117	Cc1cc(Cl)c(O)c(-n2nc3ccccc3n2)c1	4
118	CCNc1nc(Cl)nc(N(NC(C)=O)C(C)C)n1	-2
119	Cc1cc(C(=O)NCc2ccc(Cl)cc2)n(-c2ccccc2)n1	17
120	O=C(c1ccccc1)c1ccc2nc(Nc3ccccc3)c3nncn3c2c1	12
121	O=C(/C=C/c1cccc([N+](=O)[O-])c1)N(c1ccccn1)c1ccccn1	-11
122	Cc1ccc(S(=O)(=O)N2CCCCC2)cc1NC(=S)NC(=O)c1ccco1	12
123	Cc1ccc2c(c1)N(CC(=O)NCc1ccco1)C(=O)C(C(C)C)O2 (stereo not given)	-2
124	Nc1cc(=O)n(Cc2ccccc2)c(=O)n1-c1ccc(F)cc1	22
125	COc1cccc(Cl)c1NC(=O)N1CCN(c2cc(C)nc3ccccc23)CC1	-3

(more compounds)
No.	mol	S1P3 antagonist
126	CCOc1cc(C2c3c(oc4ccccc4c3=O)C(=O)N2c2nccs2)ccc1O (stereo not given)	17
127	COC(=O)CCN1CCc2cc(N=Nc3ccc([N+](=O)[O-])cc3)ccc21	-6
128	CCOC(=O)NNc1ccccc1	11
129	CC(C)CCc1noc(CN(C)CCC2CCOCC2)n1	-7
130	O=S(=O)(NC1=NCCCCC1)c1ccc(F)cc1	-12
131	C=CCSC1=NNC(c2ccc(C(C)(C)C)cc2)=NN1	11
132	CCCCc1nnc2c(N(C)S(=O)(=O)c3ccccc3)nc3ccccc3n12	-1
133	Cc1cc(C)n2nc(C(=O)N/N=C/C=C/c3ccccc3)nc2n1	-13
134	C/C(=N\NC(N)=S)c1cccnc1	0
135	CCOC(=O)C(=O)C1C(=O)Nc2ccccc21 (stereo not given)	1

Shown with values ahead of the structure: part of the list above.
No.	S1P3 antagonist	compound
97	1	O=C(COc1cccc(Cl)c1)Nc1cc(S(=O)(=O)N2CCOCC2)ccc1N1CCOCC1
55	11	CCc1cc2c(=O)c(-c3nc4ccccc4[nH]3)coc2c(CN2CCCCC2)c1O
131	11	C=CCSC1=NNC(c2ccc(C(C)(C)C)cc2)=NN1
108	-13	CC(=O)c1sc(NC(=O)c2ccc(Cl)cc2)nc1C
118	-2	CCNc1nc(Cl)nc(N(NC(C)=O)C(C)C)n1
89	-5	CCCn1c(=O)c2[nH]cnc2n(-c2ccc(Cl)cc2)c1=O

Assay outcomes (PubChem)
